Screening results: PubChem BioAssay, Johns Hopkins Ion Channel Center
ANO1 activ: TMEM16A chloride channel activators or potentiators, primary screen, cell-based, HTS; Anoctamin-1 (Mus musculus), Q8BHY3; HEK293 TMEM16A/YFP-H148Q/I152L, iodide quench fluorescence; active compounds read low; B-score at 10 µM; 340,000 tested, 0.3% active; AID 623877, 2012;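 active means fluorescence-ratio B-score plate-corrected deviation score at least 3 library SD below zero, with starting fluorescence score within 5 deviations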;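 further: channel opened by trigger with iodide after compound preincubation; score built on the fluorescence ratio of max minus min over baseline; more negative score means more quench and so TMEM16A activation or potentiation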
RGS4 pot: RGS4 potentiators or activators, primary screen, cell-based, HEK293 M3R inducible RGS4, calcium flux. carbachol calcium flux Fluo4; active compounds read low. B-score at 10 µM. 310,000 tested, 0.92% active. AID 463111, 2010;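 active means B-score of the integrated calcium signal more than 4 SD below the library mean, with starting fluorescence not abnormally high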;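 further: negative B-score means reduced calcium response which marks RGS4 activation or potentiation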
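System: HEK293 FlpIn-TREx cells, stable M3R, doxycycline-inducible RGS4. Timing: overnight RGS4 induction, 30 min dye load 37 °C, 20 min compound RT. Also added: carbachol, ECmax concentration. Measured by: Fluo4 fluorescence kinetic imaging of calcium. Evaluation: integrated calcium ratio converted to B score.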
KCNK3 block: human KCNK3 channel inhibitors, primary screen, CHO cells, FluxOR thallium flux, B-score. B-score at 10 µM. FluxOR fluorescence; active compounds read low. 340,000 tested, 0.84% active. AID 602410, 2012;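 active means B-score under library mean minus 4 SD, starting fluorescence ratio at most library mean plus 5 SD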;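 further: more negative B-score means stronger inhibition of thallium flux through KCNK3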
MrgX1 agonist: agonists of human MrgX1 receptor, primary screen, HEK293 cells, Fluo-4 calcium flux; Mas-related G-protein coupled receptor member X1 (Homo sapiens), Q96LB2; Fluo-4 calcium fluorescence, agonist mode; active compounds read high; B-score at 10 µM; 310,000 tested, 0.44% active;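 active means calcium response B-score plate-corrected fluorescence ratio at least 3 library SD, with starting fluorescence B-score inside 5 SD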
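Test system: HEK293 cells stably expressing human MrgX1 receptor; Input: fifteen thousand cells per well; Dosing: compound delivered in addition one of three; Schedule: overnight seeding, then 1 h dark dye loading; Technique: Fluo-4 NW calcium fluorescence; Measure: B-scored fluorescence response ratio; Controls: positive and negative controls per plate.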
KCNQ1 inh: inhibitors of human KCNQ1 channel, primary screen, cell-based, thallium flux, high-throughput | B-score at 10 µM | AID 2642, 2010 | CHO-K1 KCNQ1, FluxOR thallium flux fluorescence; active compounds read high | 310,000 tested, 1.3% active | Potassium voltage-gated channel subfamily KQT member 1 (Homo sapiens), P51787;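 active means compounds whose thallium flux B-score, printed positive for inhibition, exceeds three library SD while starting fluorescence stays within three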;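 further: channel opened by potassium depolarization with thallium stimulus after 20 min compound exposure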
ANO1 block: TMEM16A chloride channel inhibitors, primary screen, cell-based, HTS | Anoctamin-1 (Mus musculus), Q8BHY3 | HEK293 TMEM16A/YFP iodide influx fluorescence, ionomycin | normalized B-score (activity score, 25-100; higher = stronger inhibition) at 10 µM | 310,000 tested, 1.2% active | AID 588511, 2011;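 active means ratio plate-corrected score three or more library SD toward inhibition, starting fluorescence score within five deviations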;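 further: score derived from kinetic fluorescence span divided by baseline fluorescence per well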
hERG protect: hERG rescue from dofetilide block, primary screen, cell-based, CHO-hERG, FluxOR thallium flux, dofetilide IC70; Voltage-gated inwardly rectifying potassium channel KCNH2 (Homo sapiens), Q12809; dofetilide IC70 present; activation (rescue from dofetilide block), less the hit threshold, % at 10 µM; 310,000 tested, 0.51% active; AID 1511, 2009;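 active means activation above the mean of controls blocked by dofetilide plus 5 SD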;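 further: thallium influx through hERG after potassium depolarization seen as dye fluorescence rise; in these data hits start at about 4.7%; inactives centre near -7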
Target sequence (Q12809 whole entry, looked up): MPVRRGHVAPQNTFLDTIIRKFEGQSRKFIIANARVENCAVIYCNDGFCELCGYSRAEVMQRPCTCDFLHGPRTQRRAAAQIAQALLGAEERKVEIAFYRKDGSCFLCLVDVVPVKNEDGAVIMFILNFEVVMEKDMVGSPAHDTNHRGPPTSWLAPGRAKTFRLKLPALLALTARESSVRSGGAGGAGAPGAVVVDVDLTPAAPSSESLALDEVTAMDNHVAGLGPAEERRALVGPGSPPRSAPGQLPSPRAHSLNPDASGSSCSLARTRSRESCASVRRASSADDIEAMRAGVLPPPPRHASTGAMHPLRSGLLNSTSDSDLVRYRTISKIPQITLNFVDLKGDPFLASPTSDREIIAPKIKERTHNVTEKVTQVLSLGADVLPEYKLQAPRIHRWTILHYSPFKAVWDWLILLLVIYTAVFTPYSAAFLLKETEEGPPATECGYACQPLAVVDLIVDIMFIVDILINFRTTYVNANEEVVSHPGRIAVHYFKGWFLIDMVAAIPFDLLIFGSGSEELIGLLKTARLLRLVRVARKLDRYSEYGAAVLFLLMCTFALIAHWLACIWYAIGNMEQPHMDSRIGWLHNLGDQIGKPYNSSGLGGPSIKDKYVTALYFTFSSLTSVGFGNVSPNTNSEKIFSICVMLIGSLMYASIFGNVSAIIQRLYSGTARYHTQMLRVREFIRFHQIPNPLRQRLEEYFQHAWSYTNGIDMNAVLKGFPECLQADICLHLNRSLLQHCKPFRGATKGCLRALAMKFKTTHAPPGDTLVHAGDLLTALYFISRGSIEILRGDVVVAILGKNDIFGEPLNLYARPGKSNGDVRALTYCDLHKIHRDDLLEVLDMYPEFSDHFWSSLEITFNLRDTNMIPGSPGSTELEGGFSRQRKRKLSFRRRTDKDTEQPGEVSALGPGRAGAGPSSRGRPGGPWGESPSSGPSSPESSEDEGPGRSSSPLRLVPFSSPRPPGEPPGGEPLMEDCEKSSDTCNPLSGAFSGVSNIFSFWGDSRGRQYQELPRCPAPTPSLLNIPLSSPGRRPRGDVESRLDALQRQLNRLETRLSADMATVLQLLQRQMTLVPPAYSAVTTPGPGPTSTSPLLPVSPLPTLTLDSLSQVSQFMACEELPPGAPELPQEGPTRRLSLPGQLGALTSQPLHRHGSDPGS
KCNK9 block: KCNK9 potassium channel inhibitors, primary screen, HEK293 cells, thallium flux; Potassium channel subfamily K member 9 (Homo sapiens), Q9NPC2; FluxOR thallium flux fluorescence; active compounds read low; B-score at 10 µM; 310,000 tested, 1.2% active;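 active means ratio B-score over 3 SD below the library mean, with starting fluorescence within 5 SD of its mean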;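 further: negative B-score means less thallium flux so channel inhibition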
KCNQ1 pot: potentiators or activators of KCNQ1 channel, primary screen, cell-based, thallium flux, high-throughput. Potassium voltage-gated channel subfamily KQT member 1 (Homo sapiens), P51787. 310,000 tested, 0.35% active. B-score at 10 µM. AID 2648, 2010. CHO-K1 KCNQ1, thallium flux FluxOR fluorescence; active compounds read high;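 active means fluorescence ratio B-score, a plate-corrected score, at least three library SD, with initial intensity B-score within 5 SD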
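Assay system: stable KCNQ1 CHO-K1 line; medium: assay buffer, equal DMSO in all wells; timing: 90 min dye loading and 20 min compound exposure, both at room temperature; technique: kinetic FluxOR thallium fluorescence, 10-s 1-Hz baseline, 110-s post-stimulus read; read-out basis: B score of baseline-normalized fluorescence ratio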
RGS4 block: RGS4 inhibitors, primary screen, cell-based, HEK293 M3R inducible RGS4, calcium flux; Regulator of G-protein signaling 4 (Homo sapiens), P49798; Fluo-4 calcium flux; active compounds read high; triggered by carbachol at its EC20; B-score at 10 µM; 310,000 tested, 0.45% active;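 active means B-score, a plate-corrected calcium signal, over three deviations above library mean, with baseline fluorescence within five deviations of library mean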;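 further: RGS4 expression induced by doxycycline in cells with stable M3 receptor; B-score is computed from the integrated fluorescence ratio over baseline after carbachol; higher B-score means a larger calcium signal and so more RGS4 inhibition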
MrgX1 allo act: positive allosteric modulators of MrgX1, primary screen, HEK293 cells, Fluo-4 calcium flux; Mas-related G-protein coupled receptor member X1 (Homo sapiens), Q96LB2; FDSS; active compounds read high; B-score at 10 µM; 310,000 tested, 0.63% active; AID 588675, 2011;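 active means plate-corrected calcium response at least 3 library SD above typical, normal starting fluorescence, not activating the receptor alone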;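 further: compound read alongside a low EC10 to EC30 dose of BAM8-22 agonist; peak minus trough fluorescence over baseline measured at the second addition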
* marks the source's active call; other numbers are inactive results.

How did CC1(C)Cc2c(sc(/N=C/N3CCCCC3)c2C#N)C(C)(C)N1 do in these assays?
ANO1 activ: inactive; RGS4 pot: inactive; KCNK3 block: inactive; MrgX1 agonist: inactive; KCNQ1 inh: inactive; ANO1 block: inactive; hERG protect: 0; KCNK9 block: inactive; KCNQ1 pot: inactive; RGS4 block: inactive; MrgX1 allo act: inactive

How did c1coc(C2Nc3ccccc3C3OCCC23)c1 (configuration not stated) do in these assays?
ANO1 activ: inactive; RGS4 pot: inactive; KCNK3 block: inactive; MrgX1 agonist: inactive; KCNQ1 inh: inactive; ANO1 block: inactive; hERG protect: -14; KCNK9 block: inactive; KCNQ1 pot: inactive; RGS4 block: inactive; MrgX1 allo act: inactive

How did COc1ccc(/C=C/C(=O)OCc2csc(-c3ccccc3)n2)cc1OC do in these assays?
ANO1 activ: inactive; RGS4 pot: inactive; KCNK3 block: inactive; MrgX1 agonist: inactive; KCNQ1 inh: inactive; ANO1 block: inactive; hERG protect: -2; KCNK9 block: inactive; KCNQ1 pot: inactive; RGS4 block: inactive; MrgX1 allo act: inactive

How did Cc1ccc(CNC(=O)c2cccc(S(C)(=O)=O)c2)cc1 do in these assays?
ANO1 activ: inactive; RGS4 pot: inactive; KCNK3 block: inactive; MrgX1 agonist: inactive; KCNQ1 inh: inactive; ANO1 block: inactive; hERG protect: -5; KCNK9 block: inactive; KCNQ1 pot: inactive; RGS4 block: inactive; MrgX1 allo act: inactive

How did Cc1ccc(C(C)NC(=O)c2cc(C)oc2C)cc1 (configuration not stated) do in these assays?
ANO1 activ: inactive; RGS4 pot: inactive; KCNK3 block: inactive; MrgX1 agonist: inactive; KCNQ1 inh: inactive; ANO1 block: inactive; hERG protect: 0; KCNK9 block: inactive; KCNQ1 pot: inactive; RGS4 block: inactive; MrgX1 allo act: inactive

Results for CN1C(=S)SC(N2OC3C(=O)N(c4ccccc4)C(=O)C3C2c2ccc(Cl)cc2)C1(C)C (configuration not stated) ?
ANO1 activ: inactive; RGS4 pot: inactive; KCNK3 block: inactive; MrgX1 agonist: inactive; KCNQ1 inh: inactive; ANO1 block: inactive; hERG protect: -3; KCNK9 block: inactive; KCNQ1 pot: inactive; RGS4 block: inactive; MrgX1 allo act: inactive

Results for COc1cc2c(cc1OC)/C(=C/c1ccc(Cl)cc1)C(=O)OC2 ?
ANO1 activ: inactive; RGS4 pot: inactive; KCNK3 block: inactive; MrgX1 agonist: inactive; KCNQ1 inh: inactive; ANO1 block: inactive; hERG protect: -11; KCNK9 block: inactive; KCNQ1 pot: inactive; RGS4 block: inactive; MrgX1 allo act: inactive

Results for COc1ccc(CNC(=O)CSc2nnc(-c3ccc(NC(C)=O)cc3)n2C)cc1 ?
ANO1 activ: inactive; RGS4 pot: inactive; KCNK3 block: inactive; MrgX1 agonist: inactive; KCNQ1 inh: inactive; ANO1 block: inactive; hERG protect: -5; KCNK9 block: inactive; KCNQ1 pot: inactive; RGS4 block: inactive; MrgX1 allo act: inactive

What do the screens show for `O=C(c1ccc(Br)cc1)N(Cc1ccco1)C1CCS(=O)(=O)C1` (configuration not stated)?
ANO1 activ: inactive; RGS4 pot: inactive; KCNK3 block: inactive; MrgX1 agonist: inactive; KCNQ1 inh: inactive; ANO1 block: inactive; hERG protect: -5; KCNK9 block: inactive; KCNQ1 pot: inactive; RGS4 block: inactive; MrgX1 allo act: inactive

What do the screens show for `CC1Cc2ccccc2N1C(=S)NC(=O)c1cccc(Br)c1` (configuration not stated)?
ANO1 activ: inactive; RGS4 pot: inactive; KCNK3 block: inactive; MrgX1 agonist: inactive; KCNQ1 inh: inactive; ANO1 block: inactive; hERG protect: 80*; KCNK9 block: inactive; KCNQ1 pot: 92*; RGS4 block: inactive; MrgX1 allo act: 10*

What do the screens show for `COc1ccc(-c2noc(C(C)NS(=O)(=O)c3ccc(NC(C)=O)cc3)n2)cc1` (configuration not stated)?
ANO1 activ: inactive; RGS4 pot: inactive; KCNK3 block: inactive; MrgX1 agonist: inactive; KCNQ1 inh: inactive; ANO1 block: inactive; hERG protect: -6; KCNK9 block: inactive; KCNQ1 pot: inactive; RGS4 block: inactive; MrgX1 allo act: inactive

How did CN(C)S(=O)(=O)N(CC(=O)NCCSCc1ccc(Cl)cc1)c1ccccc1 do in these assays?
ANO1 activ: inactive; RGS4 pot: inactive; KCNK3 block: inactive; MrgX1 agonist: inactive; KCNQ1 inh: inactive; ANO1 block: inactive; hERG protect: -8; KCNK9 block: inactive; KCNQ1 pot: inactive; RGS4 block: inactive; MrgX1 allo act: inactive

How did O=C(COC(=O)/C=C/c1ccc([N+](=O)[O-])cc1)NCc1ccc2c(c1)OCO2 do in these assays?
ANO1 activ: inactive; RGS4 pot: inactive; KCNK3 block: inactive; MrgX1 agonist: inactive; KCNQ1 inh: inactive; ANO1 block: inactive; hERG protect: -13; KCNK9 block: inactive; KCNQ1 pot: inactive; RGS4 block: inactive; MrgX1 allo act: inactive

Results for CCC(CC)C(=O)Nc1ccc(Sc2ccc([N+](=O)[O-])cc2)cc1 ?
ANO1 activ: inactive; RGS4 pot: inactive; KCNK3 block: inactive; MrgX1 agonist: inactive; KCNQ1 inh: inactive; ANO1 block: inactive; hERG protect: -9; KCNK9 block: inactive; KCNQ1 pot: inactive; RGS4 block: inactive; MrgX1 allo act: inactive

What do the screens show for `CC(=O)N1CCc2cc(S(=O)(=O)CCC(=O)N3CCN(C(=O)c4ccco4)CC3)ccc21`?
ANO1 activ: inactive; KCNK3 block: inactive; MrgX1 agonist: inactive; ANO1 block: inactive; MrgX1 allo act: inactive

Results for CCOc1ccc(Nc2nc3cc(S(=O)(=O)CC)ccc3o2)cc1 ?
ANO1 activ: inactive; RGS4 pot: inactive; KCNK3 block: inactive; MrgX1 agonist: inactive; KCNQ1 inh: inactive; ANO1 block: inactive; hERG protect: -9; KCNK9 block: inactive; KCNQ1 pot: inactive; RGS4 block: inactive; MrgX1 allo act: inactive

What do the screens show for `CN1CCN(C(=O)CCCN2C(=O)/C(=C/c3ccccc3)SC2=S)CC1`?
ANO1 activ: inactive; RGS4 pot: inactive; KCNK3 block: inactive; MrgX1 agonist: inactive; KCNQ1 inh: inactive; ANO1 block: inactive; hERG protect: -12; KCNK9 block: inactive; KCNQ1 pot: inactive; RGS4 block: inactive; MrgX1 allo act: inactive

Results for COc1ccc(C2NC(Cc3ccccc3)(C(=O)O)C3C(=O)N(c4ccccc4OC)C(=O)C23)cc1 (configuration not stated) ?
ANO1 activ: inactive; RGS4 pot: inactive; KCNK3 block: inactive; MrgX1 agonist: inactive; KCNQ1 inh: inactive; ANO1 block: inactive; hERG protect: -8; KCNK9 block: inactive; KCNQ1 pot: inactive; RGS4 block: inactive; MrgX1 allo act: inactive

Results for CCNC(=O)c1sc2cc(C)ccc2c1Cl ?
ANO1 activ: inactive; RGS4 pot: inactive; KCNK3 block: inactive; MrgX1 agonist: inactive; KCNQ1 inh: inactive; ANO1 block: inactive; hERG protect: -4; KCNK9 block: inactive; KCNQ1 pot: inactive; RGS4 block: inactive; MrgX1 allo act: inactive

How did COC(=O)c1cn(NC(=O)/C=C/c2ccc(OC)c(OC)c2)c(=O)c2ccccc12 do in these assays?
ANO1 activ: inactive; RGS4 pot: inactive; KCNK3 block: inactive; MrgX1 agonist: inactive; KCNQ1 inh: inactive; ANO1 block: inactive; hERG protect: -12; KCNK9 block: inactive; KCNQ1 pot: inactive; RGS4 block: inactive; MrgX1 allo act: inactive

What do the screens show for `C=CCOc1cccc(C2C(C(=O)c3ccco3)=C(O)C(=O)N2CCN2CCOCC2)c1` (configuration not stated)?
ANO1 activ: inactive; RGS4 pot: inactive; KCNK3 block: inactive; MrgX1 agonist: inactive; KCNQ1 inh: inactive; ANO1 block: inactive; hERG protect: -3; KCNK9 block: inactive; KCNQ1 pot: inactive; RGS4 block: inactive; MrgX1 allo act: inactive

How did Cc1onc(-c2ccccc2Cl)c1C(=O)NCCn1ccc2ccccc21 do in these assays?
ANO1 activ: inactive; RGS4 pot: inactive; KCNK3 block: inactive; MrgX1 agonist: inactive; KCNQ1 inh: inactive; ANO1 block: inactive; hERG protect: -5; KCNK9 block: inactive; KCNQ1 pot: inactive; RGS4 block: inactive; MrgX1 allo act: inactive

Results for COc1ccc(C(C)NC(=O)C2CCCC2)cc1 (configuration not stated) ?
ANO1 activ: inactive; RGS4 pot: inactive; KCNK3 block: inactive; MrgX1 agonist: inactive; KCNQ1 inh: inactive; ANO1 block: inactive; hERG protect: -1; KCNK9 block: inactive; KCNQ1 pot: inactive; RGS4 block: inactive; MrgX1 allo act: inactive

How did CC1(C)Cc2c(C#N)c(N3CCN(C(=O)c4ccccc4Cl)CC3)nc(-c3ccco3)c2CS1 do in these assays?
ANO1 activ: inactive; RGS4 pot: inactive; KCNK3 block: inactive; MrgX1 agonist: inactive; KCNQ1 inh: inactive; ANO1 block: inactive; hERG protect: -7; KCNK9 block: inactive; KCNQ1 pot: inactive; RGS4 block: inactive; MrgX1 allo act: inactive
